TNAP inh hi DEA: blocks human TNAP under high phosphate acceptor concentration | P05186 | purified TNAP, CDP-star luminescence, 1 M DEA | inhibition, % at 20 µM | hit rate 0.03% among 200,000 | AID 1135;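 active means over 50% inhibition of tissue-nonspecific alkaline phosphatase at 20 µM in the single-dose screen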;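 further: plate controls were DMSO wells for no effect and EDTA-quenched wells as full inhibition for full effect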
Efa HMGR inh: inhibitors of class II HMG-CoA reductase from Enterococcus faecalis; purified E. faecalis HMGR, NADPH absorbance 340 nm kinetic; inhibition, % at 10 µM; hit rate 0.41% among 190,000; AID 1066;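 active means inhibition above a set limit, the median over all tested compounds plus 3 SD, cut at about 9.5% in these data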;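 further: enzyme runs in reverse so mevalonate oxidation gives rising NADPH absorbance; 0% = complete reaction with DMSO and 100% = background rate lacking mevalonate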
Hsp70 activator: Hsp70 transcriptional activation, primary screen; hit rate 0.04% among 200,000; HeLa Hsp70 promoter luciferase reporter, luminescence; scaled: vehicle 0, proteasome-inhibitor control 100%; activation, % at 10 µM;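 active means activation above the mean across all tested compounds plus 3 SD, cutoff set per campaign, cut at about 5.5% in these data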;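 further: 100% = MG132 at 30 µM as the positive control and 0% = DMSO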
RAM network inh: blocks the yeast RAM network; AID 868; inhibition, % at 50 µM; hit rate 1.8% among 190,000; S. cerevisiae dse1pr::URA3 reporter, 5-FOA growth OD615, 2 d; analog-sensitive cbk1-as2 kinase mutant strain;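 active means inhibition above a set limit, 3 SD over mean compound inhibition, cut at about 8.4% in these data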;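 further: 0% = DMSO-only wells with no growth and 100% = 10 µM 1-NA-PP1 full growth; inhibition rescues growth on 5-FOA so higher OD means more RAM inhibition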
L major viab: Leishmania major promastigote growth inhibition. inhibition, % at 10 µM. Leishmania major promastigotes, resazurin fluorescence viability. hit rate 9% among 200,000; in the data active means inhibition above about 50%;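 further: promastigotes grown with compound for 44 hours at 28 °C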
TNAP inh noacc: blocks human TNAP activity with no phosphate acceptor present | purified TNAP, CDP-star luminescence, 30 min | inhibition, % at 20 µM | hit rate 0.26% among 200,000 | AID 1012;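 active means tissue-nonspecific alkaline phosphatase inhibition above about 50% at 20 µM in the single-dose screen, limit read from the data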;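 further: 0% = DMSO negative control and 100% = EDTA positive control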
DTT redox prof: compounds producing H2O2 with reducing agent – biochemical, NIH compound library profiling, artefact control for MLSCN library redox annotation, primary screen; DTT-dependent redox cycling H2O2, phenol red/HRP absorbance; 100% = 100 µM peroxide control, 0% = buffer; activation, % at 10 µM; hit rate 0.03% among 200,000; AID 878;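 active means activation of at least 50% relative to the plate's high and low controls in the primary single-dose screen; inactive means activation below 50%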;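 further: compound incubated with DTT at 0.8 mM final as the reducing agent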
PMI act: activators of human phosphomannose isomerase; P34949; purified human PMI, coupled resazurin fluorescence, 20 min; hits give high values; 1 = vehicle control, 0 substrate-free wells; activation factor at 20 µM; hit rate 0.005% among 190,000; AID 1214;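 active means activation factor of 2 or more at 20 µM, relative to plate controls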
Target sequence (P34949 whole entry, looked up): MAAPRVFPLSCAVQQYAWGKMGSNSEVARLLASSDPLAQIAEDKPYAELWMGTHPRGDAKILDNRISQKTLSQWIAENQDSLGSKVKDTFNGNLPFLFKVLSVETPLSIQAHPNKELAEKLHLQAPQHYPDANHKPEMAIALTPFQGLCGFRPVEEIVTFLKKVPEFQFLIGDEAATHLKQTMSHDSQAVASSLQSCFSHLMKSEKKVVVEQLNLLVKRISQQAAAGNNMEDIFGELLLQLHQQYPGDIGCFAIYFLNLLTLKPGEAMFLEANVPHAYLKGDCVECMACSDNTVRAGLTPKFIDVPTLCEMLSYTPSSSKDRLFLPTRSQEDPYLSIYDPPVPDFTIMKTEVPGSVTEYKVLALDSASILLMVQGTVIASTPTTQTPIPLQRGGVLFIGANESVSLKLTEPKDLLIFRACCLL
S1P3 antagonist: antagonists of human S1P3 receptor. inhibition, % at 4.98 µM. Q99500. hit rate 0.27% among 170,000. AID 485. CHO S1P3 NFAT-BLA reporter, FRET fluorescence, antagonist mode;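 active means inhibition above the plate cutoff, the mean inhibition of test wells on that plate plus 3 SD, cut at about 28% in these data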;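 further: cells challenged with S1P at its EC80 of 0.8 µM; blue over green emission ratio from cleaved BLA substrate after 4 h stimulation; 0% = S1P-stimulated wells and 100% = unstimulated DMSO-only wells; some compounds past the cut are filed as inactive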
Target sequence (Q99500 whole entry, looked up): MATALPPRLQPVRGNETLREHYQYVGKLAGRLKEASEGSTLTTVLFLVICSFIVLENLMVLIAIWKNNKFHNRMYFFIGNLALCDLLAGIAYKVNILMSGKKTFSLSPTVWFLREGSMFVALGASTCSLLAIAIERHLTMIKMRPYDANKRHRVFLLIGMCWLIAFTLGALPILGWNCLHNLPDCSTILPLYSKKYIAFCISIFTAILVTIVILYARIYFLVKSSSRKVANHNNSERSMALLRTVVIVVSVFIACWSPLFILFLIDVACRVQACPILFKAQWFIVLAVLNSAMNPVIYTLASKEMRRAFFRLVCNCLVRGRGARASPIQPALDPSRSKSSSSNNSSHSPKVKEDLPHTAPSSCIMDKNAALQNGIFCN
PMI act satM6P: increases human PMI activity with near-saturating mannose 6-phosphate | AID 1216 | P34949 | coupled PMI enzyme assay, resazurin fluorescence, 20 min; hits give high values; 1 = untreated enzyme, 0 = substrate-free blank | activation factor at 20 µM | hit rate 0.34% among 190,000;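 active means activation factor of 2 or more at 20 µM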
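test system = human PMI in coupled enzyme assay | medium = HEPES-buffered pH 7.4 with magnesium and detergent | also added = 1.0 mM mannose-6-phosphate substrate with 0.22 mM NADP+ | compound = 20 µM single dose | times = 20 min incubation at room temperature | measured by = resorufin fluorescence (Ex 544/Em 590 nm) from resazurin via diaphorase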
Numbers without * were called inactive; / = no result given. Hits appear at their usual frequency; about 12% have a hit in one of these screens.

SMILES	TNAP inh hi DEA	Efa HMGR inh	Hsp70 activator	RAM network inh	L major viab	TNAP inh noacc	DTT redox prof	PMI act	S1P3 antagonist	PMI act satM6P
O=[N+]([O-])c1cc(CN2CCN(c3cccc(C(F)(F)F)c3)CC2)c2cccnc2c1O	7.4	1.8	-0.1	-0.9	99.0*	-18.5	4.8	0.9	5.4	0.5
O=C(CSc1nc2c(c(=O)n1-c1ccc(F)cc1)SCC2)NCc1ccco1	-3.2	1.1	-0.3	1.8	4.2	-11.7	-3.6	1	/	1
COc1ccc(OCCC(=O)OCC(=O)NCCc2ccccc2)cc1	1.3	-4.2	0.0	1.9	-7.2	-11.6	0.0	0.9	-8.7	1
CN(CCOC(=O)c1ccc2c(c1)OCCO2)Cc1ccccc1	1.7	0.6	-0.3	1.2	-0.5	-5.5	-0.2	0.9	/	1
COCCNC(=O)CN(CC1CCCO1)C(=O)CCC(=O)Nc1ccccn1 (stereo unspecified)	-5.5	0.0	-0.1	1.4	-3.4	-13.8	-0.2	0.9	-9.1	1
COC(=O)CCC(=O)Nc1ccccc1C(=O)Nc1ccccc1	-2.0	1.7	-0.3	0.1	-2.9	-10.4	2.0	1	/	1.1
COCCCn1c(=NC(=O)c2ccncc2)c(C#N)cc2c(=O)n3cccc(C)c3nc21	-2.3	-6.3	-0.2	1.1	19.7	-13.2	-1.5	1	-31.1	1.3
COc1ccc(CNC(=O)CN(C)S(=O)(=O)c2ccc(Cl)cc2)cc1	0.8	-4.2	0.2	2.9	2.9	-3.7	0.2	0.9	2.8	1
CC(=O)C1=C(NC(=O)c2ccc(F)cc2)CC2C1C2(C)C (stereo unspecified)	-4.3	-6.0	-0.4	0.8	-2.8	-9.3	0.5	0.8	/	0.9
C/C(=N/NC(=O)c1cc(O)c(O)c(O)c1)c1ccc([N+](=O)[O-])cc1	10.9	20.9*	0.0	-0.7	-12.7	3.3	0.1	0.4	4.9	0.7
COc1ccc(/C=C(\C#N)C(=O)OCC(=O)NC(=O)NCCC(C)C)cc1	-2.7	-5.7	0.0	1.1	-2.0	-9.9	-0.2	1	0.1	1
OCC1(Cc2ccccc2)CCN(Cc2ccc(-c3ccco3)cc2)CC1	-0.3	2.9	-0.3	-1.0	90.6*	-3.9	0.1	1	2.6	1
CCN1C(=O)/C(=C/c2ccc(N3CCCC3)cc2)NC1=S	39.0	-5.3	-0.4	1.7	41.7	31.5	0.2	0.9	-3.2	0.9
Cc1ccc(-n2c(C)cc(C)c(C#N)c2=O)cc1C	-4.4	-2.1	-0.2	2.3	-4.1	-6.2	0.0	1.1	2.8	1.1
COc1ccccc1Cn1c(-c2ccccc2OC)nc2ccccc21	0.9	-3.1	-0.4	0.8	98.4*	-11.3	-0.1	1.1	/	1.1
Cc1ccc(-n2nc3c(n2)/C(=N/O)CC/C3=N\O)cc1	3.5	-11.1	-0.4	1.8	-7.7	-3.2	0.5	0.9	/	0.9
O=C(CCNC(=O)Cn1ccc2ccccc2c1=O)NCCCN1CCN(c2ccccc2F)CC1	-7.4	0.0	-0.4	-0.3	-2.8	-13.8	-1.2	0.8	-33.2	0.5
O=C1NC2(CCCCC2)Cc2ccccc21	-6.5	-2.1	-0.2	1.9	2.9	-0.3	-0.1	1.1	7.7	1
Cc1ccc(-c2cc(C(=O)OCC(=O)Nc3ncc(C(F)(F)F)cc3Cl)c3ccccc3n2)cc1	-2.5	-9.0	-0.3	1.7	-1.7	-8.1	0.6	1	0.6	1.1
Cc1ccc(C(=O)NC(N2CCCC2)C(Cl)(Cl)Cl)cc1 (stereo unspecified)	2.0	-3.0	-0.2	1.7	-0.3	-6.1	-3.1	1	/	0.9

Laid out differently: entries from further up.
Values in the order: TNAP inh hi DEA | Efa HMGR inh | Hsp70 activator | RAM network inh | L major viab | TNAP inh noacc | DTT redox prof | PMI act | S1P3 antagonist | PMI act satM6P
- CN(CCOC(=O)c1ccc2c(c1)OCCO2)Cc1ccccc1
  1.7 | 0.6 | -0.3 | 1.2 | -0.5 | -5.5 | -0.2 | 0.9 | / | 1
- Cc1ccc(-n2c(C)cc(C)c(C#N)c2=O)cc1C
  -4.4 | -2.1 | -0.2 | 2.3 | -4.1 | -6.2 | 0.0 | 1.1 | 2.8 | 1.1

Further entries follow.
SMILES	TNAP inh hi DEA	Efa HMGR inh	Hsp70 activator	RAM network inh	L major viab	TNAP inh noacc	DTT redox prof	PMI act	S1P3 antagonist	PMI act satM6P
O=C1NC2(CCCC2)N=C1c1ccc(Cl)cc1	-6.4	-4.7	-0.2	0.8	-6.2	-18.0	2.0	0.9	-28.1	0.9
Cc1ccc(C(CCN(Cc2ccccc2)C(=O)c2ccco2)c2ccco2)cc1 (stereo unspecified)	1.7	-1.8	-0.2	10.6*	46.4	-5.2	-0.3	1	-3.8	1
O=C(COc1cccc(Oc2ccccc2)c1)Nc1ncccn1	-2.3	1.2	-0.3	0.7	-7.1	-6.7	-2.9	0.9	-12.6	1
CC1CCN(C(=O)c2ccc(NS(C)(=O)=O)cc2)CC1	-2.4	-3.1	-0.1	2.3	-5.2	-10.6	1.8	0.9	-43.5	0.9
O=C(COC(=O)c1cn(-c2ccccc2)nc1-c1ccc(F)cc1)Nc1ncc(Cl)cc1Cl	4.3	-7.6	-0.5	2.8	1.5	-4.8	0.0	1.1	-5.8	1.1
COc1ccc(S(=O)(=O)Nc2cc(C(=O)NCCCN3CCOCC3)ccc2N2CCOCC2)cc1	-4.4	0.0	0.4	0.6	1.3	-10.1	0.0	1	-5.8	1
COc1ccccc1CNC(=O)c1ccccc1NS(C)(=O)=O	-1.4	0.1	-0.3	-0.2	-4.8	-12.9	-0.4	1	/	1
O=C(NC(=S)NCc1nc2ccccc2[nH]1)c1ccc(F)cc1	-3.7	-1.4	0.0	0.0	8.2	-42.6	-1.2	1	8.2	1.1
CC(C)=CCc1c(O)ccc2c1OC(c1ccc(O)c(O)c1)CC2=O (stereo unspecified)	-1.5	-0.5	-0.4	-1.5	9.8	53.7*	-1.4	0.6	8.2	0.8
Cc1cccc(/C=N\Nc2nnc(-c3ccccc3)c(=O)[nH]2)c1	-1.3	-3.4	0.5	7.7	68.2*	-27.3	0.5	0.9	1.2	0.9
COc1cc([N+](=O)[O-])ccc1NC(=O)CCCOc1cc(C)ccc1C	2.6	3.1	-0.5	9.9*	-2.3	-7.2	0.5	0.8	-12.0	0.9
CC(C)C[C@@H]1NC(=O)[C@H](CO)NC(=O)c2cc([N+](=O)[O-])cc(I)c2OCC[C@@H](C(N)=O)NC1=O	1.5	-2.8	0.1	1.6	-4.7	-7.3	0.3	1.2	-11.3	1.2
Oc1ccccc1-c1nc(/C=C/c2ccccc2)nn1-c1ccccc1	-2.8	-4.1	0.1	5.3	98.2*	-6.8	-1.1	1.1	-3.4	1.1
CC(/C=N/n1c(-c2cccnc2)n[nH]c1=S)=C\c1ccccc1	-0.5	/	0.2	3.9	-2.4	8.7	1.2	0.9	/	1
COc1ccc(N2CCN(CC(=O)Nc3sccc3C#N)CC2)cc1	2.9	-2.0	-0.3	1.6	0.8	-5.9	0.4	1	-9.1	0.8
COc1ccc(C(=O)NC2(C(F)(F)F)C(=O)N(Cc3ccco3)C3=C2C(=O)CC(C)(C)C3)cc1OC (stereo unspecified)	-4.0	0.9	-0.4	0.0	-2.1	-11.7	2.8	0.9	/	0.9
CCCc1cc(=O)[nH]c(/N=C(/NC(=O)C(C)N2C(=O)c3ccccc3C2=O)Nc2ccccc2)n1 (stereo unspecified)	0.7	0.2	-0.1	3.7	-7.2	-6.6	0.3	0.8	21.1	0.9
CN1CCN(c2ccc(S(=O)(=O)N3CCCCC3)cc2NC(=O)c2cccc([N+](=O)[O-])c2)CC1	-2.3	1.6	-0.1	2.0	4.5	-9.8	7.5	1	-1.8	1
CCOc1cccc(/C(O)=C2/C(=O)C(=O)N(CCOC)C2c2ccncc2)c1 (stereo unspecified)	-3.8	1.1	-0.4	0.3	-8.6	-6.8	2.3	0.9	-2.5	1
CCn1c(NC(=O)c2ccc(C)cc2)c2ccccc2nc1=O	-3.5	1.3	-0.2	-0.1	76.9*	0.0	-3.1	1	/	1
COc1ccccc1N1CCN(CCCCOc2cccc3ccccc23)CC1	-3.6	-9.8	-0.2	-0.5	29.2	-3.2	0.9	1.1	4.5	1.1
CC(C)CCN1CCN(Cc2nc3ccccc3s2)CC1CCO (stereo unspecified)	-0.1	-0.7	0.0	0.2	81.7*	-2.2	-1.0	0.9	-15.6	1
O=C(Nc1ccc(O)c2c(=O)cc(-c3ccccc3Cl)oc12)c1cccc(Cl)c1	3.4	-7.5	0.0	7.3	-4.7	2.1	1.4	1	-9.6	1.1
O=C1c2ccccc2C(=O)N1CC1c2ccccc2CCN1S(=O)(=O)c1cnc[nH]1 (stereo unspecified)	6.1	-4.8	-0.1	1.7	-7.0	15.2	-2.9	0.9	-23.6	1
CCOc1nc(-c2ccc(C)cc2)ccc1-c1noc(COC)n1	-5.6	2.3	-0.1	7.9	7.5	-5.6	-0.3	0.8	-5.7	0.9
CCN1CCC[C@H]1CNC(=O)c1c(O)c(Cl)cc(Cl)c1OC	-3.5	-1.0	0.4	/	/	-6.5	/	1.1	11.3	0.9
C/C(=N\Nc1ccc(F)cc1F)c1ccccc1O	-4.3	-13.1	0.1	-0.4	-5.6	-11.4	0.4	1.7	-5.7	2.3*
CCNC(=O)CCC(=O)Nc1cc(Cl)ccc1C	-6.7	0.7	-0.1	0.8	-0.2	-9.8	-0.5	1.1	-59.5	1
CC1=Nc2cccc3cccc(c23)N1C	-3.5	2.8	0.0	-1.1	84.5*	-5.8	0.5	0.7	-11.6	0.5
Nc1ccc2c(c1)Nc1ccccc1CC2	-1.7	-0.6	0.2	0.5	-2.8	-7.4	0.7	0.7	7.6	0.6
COc1ccc(N(CC(=O)Nc2ccccc2C(N)=O)S(=O)(=O)c2ccc(C)c([N+](=O)[O-])c2)cc1	-7.2	-0.7	-0.2	10.1*	24.6	-6.2	-0.3	0.9	-6.1	0.9

Sorted by heavy-atom count (highest first): 4 of the compounds above
SMILES	TNAP inh hi DEA	Efa HMGR inh	Hsp70 activator	RAM network inh	L major viab	TNAP inh noacc	DTT redox prof	PMI act	S1P3 antagonist	PMI act satM6P
COc1ccc(N(CC(=O)Nc2ccccc2C(N)=O)S(=O)(=O)c2ccc(C)c([N+](=O)[O-])c2)cc1	-7.2	-0.7	-0.2	10.1*	24.6	-6.2	-0.3	0.9	-6.1	0.9
O=C1c2ccccc2C(=O)N1CC1c2ccccc2CCN1S(=O)(=O)c1cnc[nH]1 (stereo unspecified)	6.1	-4.8	-0.1	1.7	-7.0	15.2	-2.9	0.9	-23.6	1
O=C(Nc1ccc(O)c2c(=O)cc(-c3ccccc3Cl)oc12)c1cccc(Cl)c1	3.4	-7.5	0.0	7.3	-4.7	2.1	1.4	1	-9.6	1.1
Nc1ccc2c(c1)Nc1ccccc1CC2	-1.7	-0.6	0.2	0.5	-2.8	-7.4	0.7	0.7	7.6	0.6
